LAP4 TOR yeast – yeast TOR pathway LAP4-GFP modulation; GFP response vs DMSO, % at 10 µM; 320,000 tested, 0.34% active; S. cerevisiae LAP4-GFP multiplex, flow cytometry GFP, 3 h; median GFP as percent of DMSO wells;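 active = GFP response vs DMSO above a set limit, about the screen mean plus 3 SD, cut at about 150% in these data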
procasp7 counter – activates human procaspase-7, counter-screen for procaspase-3 activators; 330,000 tested, 0.093% active; P55210; activation, % at 8.5 µM; recombinant procaspase-7, Ac-DEVD-pNA absorbance 405 nm; D23A/D198A/D206A triple mutant, cannot self-cleave; scale: DMSO 0, 5 µM enzyme 100;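 active = percent activation above the screen-wide mean plus 3 SD, cut at about 25% in these data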
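Detection: p-Nitroaniline absorbance at 405 nm, read at 0 and 120 min; system: Uncleavable procaspase-7 mutant enzyme; evaluation: % activation from two-timepoint absorbance difference, scaled to controls; times: 1 h enzyme–compound preincubation and 2 h substrate reaction, both 25 °C; buffer or medium: Zinc-free HEPES pH 7.4 with 300 mM NaCl, 0.01% Triton X-100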
MEP2 TOR yeast – modulators of TOR pathway MEP2-GFP in S. cerevisiae | S. cerevisiae MEP2-GFP strain, flow cytometry GFP, 3 h; 100% = DMSO control level | GFP response vs DMSO, % at 10 µM | 330,000 tested, 0.51% active;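 active = GFP response versus DMSO above a set limit, roughly screen mean plus 3 SD, cut at about 180% in these data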;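 note: median GFP fluorescence of the barcode-gated MEP2-GFP cells per well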
EBNA-1 inh – blocks EBNA-1 binding to DNA; EBNA-1 DNA binding, fluorescence polarization; AID 1950; inhibition, % at 14.8 µM; 300,000 tested, 0.34% active; in the data active = inhibition above about 28%
ZTA DNA inh – ZTA (EBV) inhibition in EBNA-1 counter-screen | P03206 | 320,000 tested, 0.15% active | ZTA-DNA binding, fluorescence polarization | inhibition, % at 11 µM; in the data active = inhibition above about 33%
RPL19A-GFP yeast – modulators of TOR pathway RPL19A-GFP in S. cerevisiae. AID 2025. 330,000 tested, 0.3% active. S. cerevisiae RPL19A-GFP strain, flow cytometry, 3 h; active compounds read low. percent response vs DMSO, % at 10 µM;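 active = percent response vs DMSO below 50%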;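 note: median channel GFP fluorescence of the barcoded RPL19A-GFP strain; ratio of sample median GFP to plate DMSO average so 100% = DMSO; lower means less RPL19A-GFP as with rapamycin TOR inhibition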
proCasp3 act – procaspase-3 (human) activation | P42574 | recombinant procaspase-3 D3A, Ac-DEVD-pNA absorbance 405 nm | activation, % at 8.5 µM | 330,000 tested, 0.11% active | AID 463141;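 active = activation above the mean of all tested compounds plus 3 SD, cut at about 21% in these data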;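 note: 0% = DMSO alone and 100% = DMSO wells spiked with extra 5 µM PC-3 D3A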
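Technique: 405 nm absorbance of p-nitroaniline, reads at 0 and 120 min; Test system: Procaspase-3 D3A mutant; Incubation: 1 h enzyme-compound preincubation, then 2 h substrate reaction, 25 °C; Repeats: singlicate, each compound tested once; Benchmarks: low control DMSO wells, high control DMSO plus 5 µM PC-3 D3A.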
AHR activator – human AHR activation; P35869; AHR-responsive luciferase reporter cells, luminescence; activation, % at 5 µM; 320,000 tested, 2.5% active; AID 2796; in the data active = activation above about 47%;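 note: 0% = vehicle wells and 100% = reference agonist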
* marks the source's active call; other numbers are inactive results; · = not tested or not shown.

Start of the data: the first 2 records as a preview:
SMILES | LAP4 TOR yeast | procasp7 counter | MEP2 TOR yeast | EBNA-1 inh | ZTA DNA inh | RPL19A-GFP yeast | proCasp3 act | AHR activator
COc1cccc(N2CCN(S(=O)(=O)c3ccc(-n4cnnn4)cc3)CC2)c1 | 100 | 12 | 103 | 11 | -7 | 110 | 2 | 1
CC(=O)Oc1ccc(NC(=O)CSc2ccccc2)cc1 | 104 | 0 | 104 | 1 | -5 | 98 | 2 | 3

Results, previewed entries included:
SMILES | LAP4 TOR yeast | procasp7 counter | MEP2 TOR yeast | EBNA-1 inh | ZTA DNA inh | RPL19A-GFP yeast | proCasp3 act | AHR activator
COc1cccc(N2CCN(S(=O)(=O)c3ccc(-n4cnnn4)cc3)CC2)c1 | 100 | 12 | 103 | 11 | -7 | 110 | 2 | 1
CC(=O)Oc1ccc(NC(=O)CSc2ccccc2)cc1 | 104 | 0 | 104 | 1 | -5 | 98 | 2 | 3
CC1CCCCC1NC(=O)c1cc2ccccc2o1 (stereo unspecified) | 89 | -5 | 87 | 3 | 12 | 96 | 5 | 6
CC1(C)CC[C@]2(C(=O)O)[C@H](O)C[C@]3(C)C(=CCC4[C@@]5(C)C[C@H](O)[C@H](O)[C@@](C)(CO)C5CC[C@]43C)[C@@H]2C1 (stereo partly specified) | 94 | -4 | 102 | -5 | -20 | 96 | 2 | 0
O=C(CCN1CCOCC1)N1CCCC(Nc2cccc(F)c2)C1 (stereo unspecified) | 93 | 9 | 97 | -3 | 14 | 101 | -5 | 0
CC(=O)Nc1ccc(NC(=O)CCC(=O)OCC(=O)c2cccc([N+](=O)[O-])c2)cc1 | 93 | 7 | 96 | -3 | -1 | 92 | 4 | -3
O=[N+]([O-])c1cc(S(=O)(=O)N2CCCC2)ccc1NN=C1CCCCC1 | 90 | -15 | 96 | 1 | 1 | 98 | 5 | -2
CCSc1oc(-c2ccccc2)nc1S(=O)(=O)c1ccccc1 | 114 | -9 | 100 | 3 | -8 | 92 | 9 | 11
Cc1cccn2c(=O)c3cc(C(=O)NCc4ccco4)c(=N)n(CCc4ccccc4)c3nc12 | 97 | -13 | 126 | -6 | 2 | 83 | -18 | 10
CCC(=O)Nc1ccc(C(=O)COC(=O)CCN2C(=O)C3CC=CCC3C2=O)cc1 (stereo unspecified) | 106 | -5 | 111 | -4 | 7 | 104 | 2 | 7
O=C(COC(=O)COc1ccc(Br)cc1)NCC1CCCO1 (stereo unspecified) | 96 | 2 | 108 | · | · | 103 | -2 | 0
O=C(CSc1ccsc1[N+](=O)[O-])N1CCCCCC1 | 103 | -6 | 100 | -4 | 7 | 99 | -10 | 0
COCCn1c(SCC(=O)NCC2CCCO2)nc2c([nH]c3ccccc32)c1=O (stereo unspecified) | 85 | 0 | 97 | 3 | -13 | 102 | 9 | 59*
COCCNC(=O)C(c1ccco1)N(C(=O)Cn1nnc2ccccc21)c1ccc(C)cc1C (stereo unspecified) | · | -4 | 94 | 3 | 14 | 99 | 0 | -2
Cc1ccc(S(=O)(=O)N2CC3(C)CN(S(=O)(=O)c4ccc(C)cc4)CC(C)(C2)C3O)cc1 (stereo unspecified) | 100 | 3 | 97 | 2 | 2 | 99 | 10 | -1
COc1ccccc1CNC(=O)c1ccc(SC)cc1OC | 117 | -8 | 98 | -12 | 10 | 92 | 0 | 10
N#CC1=C(N)Oc2n[nH]c(-c3ccc(F)cc3)c2C1c1ccncc1 (stereo unspecified) | 110 | 2 | 113 | -2 | -4 | 112 | -6 | 106*
CCc1ccccc1N1C(=O)c2cccc3c(N4CCOCC4)c([N+](=O)[O-])cc(c23)C1=O | 104 | -6 | 102 | -10 | 13 | 100 | -4 | 1
C[n+]1ccccc1/C=C/c1ccc(C#N)cc1 | 96 | 5 | 106 | 9 | -3 | 105 | -8 | -1
NC(=O)[C@@H]1CC2(CC(c3cccc(NC(=O)COc4ccc(Cl)cc4)c3)=NO2)CN1C(=O)COc1ccc(Cl)cc1 (stereo partly specified) | 129 | -7 | 98 | 10 | 4 | 99 | -7 | 5
O=S(=O)(NC1CCCCC1N1CCN(c2cccc(Cl)c2)CC1)c1ccccc1 (stereo unspecified) | 91 | 5 | 93 | -7 | -1 | 98 | 8 | 3
CCCn1nc(Oc2nc(SC)nc(N(C)C)n2)ccc1=O | 102 | 5 | 100 | 1 | 3 | 106 | 3 | 1
COc1cc(SC)ccc1C(=O)N1CCCc2ccccc21 | 90 | 0 | 101 | 7 | -5 | 102 | 7 | 6
COc1cc(CN2CCC(n3nccc3NC(=O)c3ccccc3OC)CC2)ccc1F | 99 | 6 | 96 | 3 | -6 | 96 | 1 | 2
COc1cccc(NC(=O)Nc2cccnc2)c1 | 92 | 12 | 97 | -10 | -4 | 96 | 9 | 50*
CCOc1ccccc1/C=N/NC(=O)CNC(=O)c1ccc(S(=O)(=O)N2CCOCC2)cc1 | 91 | 10 | 105 | 17 | 9 | 101 | -1 | 2
CCC(C)(C)C1CCC2(CC1)NC(=O)N(CC(=O)NCCCc1ccccc1)C2=O (stereo unspecified) | 112 | 3 | 105 | · | 4 | 105 | -2 | -1
C=C1CCN([C@@H](Cc2ccccc2)C(=O)O)S(=O)(=O)c2ccccc21 | 123 | 4 | 97 | 13 | 25 | 102 | 5 | -4
O=C(Cn1nc(Cl)nc1Cl)c1ccc2c(c1)OCCO2 | 100 | -2 | 109 | 6 | -1 | 97 | -2 | -4
Cc1nnc(C)n1/N=C/c1cc(Br)cc(Br)c1O | 135 | 11 | 80 | -1 | -3 | 89 | 1 | 1

Full records from above. Screens in order: LAP4 TOR yeast | procasp7 counter | MEP2 TOR yeast | EBNA-1 inh | ZTA DNA inh | RPL19A-GFP yeast | proCasp3 act | AHR activator
`CCOc1ccccc1/C=N/NC(=O)CNC(=O)c1ccc(S(=O)(=O)N2CCOCC2)cc1` as listed: 91 | 10 | 105 | 17 | 9 | 101 | -1 | 2
`CCSc1oc(-c2ccccc2)nc1S(=O)(=O)c1ccccc1` as listed: 114 | -9 | 100 | 3 | -8 | 92 | 9 | 11
`O=C(CCN1CCOCC1)N1CCCC(Nc2cccc(F)c2)C1` (stereo unspecified) as listed: 93 | 9 | 97 | -3 | 14 | 101 | -5 | 0
`CC1CCCCC1NC(=O)c1cc2ccccc2o1` (stereo unspecified) as listed: 89 | -5 | 87 | 3 | 12 | 96 | 5 | 6
`CC(=O)Nc1ccc(NC(=O)CCC(=O)OCC(=O)c2cccc([N+](=O)[O-])c2)cc1` as listed: 93 | 7 | 96 | -3 | -1 | 92 | 4 | -3

The list goes on:
SMILES | LAP4 TOR yeast | procasp7 counter | MEP2 TOR yeast | EBNA-1 inh | ZTA DNA inh | RPL19A-GFP yeast | proCasp3 act | AHR activator
O=C(CSc1nnc(-c2ccncc2)n1-c1ccccc1)Nc1ccc(C(=O)O)cc1 | 110 | 5 | 110 | 13 | 22 | 102 | 7 | 1
CCN(Cc1ccccc1)Cc1ccc(OCc2ccccc2)c(OC)c1 | 93 | 1 | 114 | -7 | 2 | 103 | -2 | 3
Cc1cc(-c2nc3ccccc3[nH]2)ccc1N | 103 | 14 | 100 | -4 | 9 | 97 | -6 | 11
Cc1cc(=O)oc2c3c(ccc12)OC/C3=N/N | 100 | -1 | 101 | 10 | 1 | 100 | 1 | 3
O=C(NCCc1ccc(F)cc1)C(=O)NCC1CCCN1S(=O)(=O)c1cccs1 (stereo unspecified) | 102 | -9 | 98 | -6 | 3 | 98 | 10 | 7
Cn1c(SC(C(=O)Nc2ccc(F)cc2)c2ccccc2)nc2ccccc21 (stereo unspecified) | 93 | -9 | 101 | -8 | 24 | 102 | -2 | 4
O=C(NCc1cccnc1)c1ccc(-c2ccc(Cl)cc2)o1 | 92 | 4 | 97 | 4 | -6 | 100 | 7 | 37
Fc1ccccc1/C=N/Nc1nc(N2CCCCC2)nc(N2CCCCC2)n1 | 104 | 6 | 97 | 3 | 14 | 98 | 11 | 2
CCC(C)N(C)Cc1cccc(C2(O)CCN(S(=O)(=O)c3ccc(F)cc3)CC2)c1 (stereo unspecified) | 102 | 3 | 104 | -8 | -16 | 96 | 9 | 2
O=C(/C=C/c1ccco1)N1CCN(c2ccc(F)cc2)CC1 | 107 | -3 | 95 | -13 | -9 | 97 | 2 | 0
CC(=O)c1cccc(NC(=O)NC2CC(=O)N(c3ccc4c(c3)OCCO4)C2)c1 (stereo unspecified) | 107 | 2 | 101 | 4 | 18 | 102 | 17 | -2
Cc1cccc(CC(=O)Nc2cccnc2)c1 | 98 | 10 | 106 | 6 | -9 | 103 | 14 | 9
O=C(Oc1ccc2ccccc2c1Br)N1CCCCCC1 | 88 | 8 | 104 | 2 | 1 | 104 | 1 | 2
CC1=C(C#N)C(=O)OC(C)(C)C1 | 104 | -9 | 98 | 11 | 7 | 101 | 8 | 0
O=C(Nc1ccccc1C(=O)N1CCOCC1)c1ccc(Br)cc1 | 89 | 1 | 92 | 1 | -2 | 92 | 6 | 2
CC1(C)CC(=O)C(=Cc2cn(CCC#N)nc2-c2ccc(F)cc2)C(=O)C1 | 88 | -7 | 103 | -8 | -5 | 107 | -4 | -1
CCN(Cc1ccccc1)C(=O)COC(=O)c1cc(S(=O)(=O)Nc2c(C)n(C)n(-c3ccccc3)c2=O)ccc1C | 103 | 4 | 90 | 9 | 9 | 90 | 11 | -1
CC[N+](CC)(CC)CCC(O)(c1ccccc1)C1CCCCC1 (stereo unspecified) | 107 | 2 | 99 | 14 | 8 | 93 | -5 | -1
CCOC(=O)c1cccc(NC(=O)c2ccc(F)cc2F)c1 | 96 | -4 | 98 | 7 | 0 | 98 | 4 | 6
COC(=O)CCC(=O)Nc1ccc(NC(=O)CCC(=O)OC)cc1 | 95 | 4 | 92 | 2 | -5 | 93 | -9 | 0
O=C(CCCCCN1C(=O)C2C3C=CC(C3)C2C1=O)Nc1nccs1 (stereo unspecified) | 107 | -7 | 106 | -2 | -7 | 105 | -3 | 5
COc1cc(CN2CCN(CCCc3ccccc3)C(CCO)C2)cc(OC)c1O (stereo unspecified) | 76 | -14 | 101 | 2 | 7 | 99 | -5 | 2
Cc1ccc(NC(=O)CN2C(=O)C3C4C=CC(C4)C3C2=O)cc1 (stereo unspecified) | 93 | 1 | 96 | 0 | -15 | 89 | 7 | 8
O=C(c1cc2ccccc2oc1=O)N1CCN(Cc2ccc3c(c2)OCO3)CC1 | 89 | 9 | 97 | -2 | -4 | 94 | 1 | 6
CCn1nc(C)c(/C=C/C(=O)Nc2ccc(C)cc2C)c1C | 95 | 15 | 96 | -8 | 8 | 104 | -6 | 9
O=C(N/N=C/c1ccoc1)c1cccc(OC(F)(F)C(F)F)c1 | 126 | -15 | 110 | 5 | -2 | 107 | -8 | 11
CCc1cc(=O)oc2c3c(cc(OCC(=O)NC4CC4)c12)OC(C)(C)CC3 | 105 | 5 | 109 | -11 | -1 | 102 | 10 | 12
C/C(=N\NC(=O)C1(C)CC1(Br)Br)c1cccc(NC(=O)c2ccc(C)o2)c1 (stereo unspecified) | 99 | -3 | 98 | 6 | 4 | 96 | -3 | 9
CC1CCCCN1C(=O)C12CCC(C)(C(=O)C1)C2(C)C (stereo unspecified) | 94 | 1 | 96 | 0 | 0 | 95 | 5 | 1
CSc1cccc(NC(C)=O)c1 | 113 | 15 | 133 | 11 | -11 | 99 | 0 | -1
CC(C)CC(=O)Nc1cccc(-c2nc3ccccc3o2)c1 | 113 | 9 | 92 | 10 | 16 | 93 | 13 | -5
CCOc1ccc(CCNC(=O)CN(C)S(=O)(=O)c2cccc3nsnc23)cc1OCC | 95 | -4 | 99 | -3 | 4 | 103 | 1 | 1
Cc1[nH]c2ccc(Br)cc2c(=S)c1C/C=C/Cl | 104 | 1 | 100 | -8 | -5 | 96 | -1 | 6

Source: PubChem BioAssay
